TDP43 rescue = inhibitors of TDP-43 toxicity in yeast; AID 652104; Potency, µM (series often up to 46.1 µM), without a hit: at the highest dose growth rescue (activation), hits mostly activators; TDP-43 expressing yeast growth rescue, BacTiter-Glo, 24 h; hit rate 1.8% among 410,000; further: potency means the concentration at half of the fitted maximal effect; % of control where 0% means no effect; nearly all actives have a fitted effect of over 50% in size
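Yeast cells expressing TDP-43 under galactose induction are exposed to compounds for 24 hr at 30 deg C. BacTiter-Glo luminescence measures growth, so protective compounds score as activators.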
Mm-Cpn inhibitor = blocks the Methanococcus maripaludis chaperonin Mm-Cpn; hit rate 0.031% among 330,000; purified Mm-Cpn ATPase, ADP Transcreener TR-FRET; Potency, µM (doses to about 76.9 µM), for inactives: top-dose activity, negative = inhibition, usual class: inhibitors; further: potency means the concentration at half of the fitted maximal effect; on the % scale 0 is the no-effect control and ±100 the full control effect; nearly all actives have a fitted effect of over 80% in size
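Inhibition of chaperonin ATP hydrolysis is measured as reduced ADP production, detected by competitive TR-FRET in which signal falls with ADP. Final enzyme 25 nM and ATP 10 uM, reacted 30 min at 37°C.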
pAkt inh = Akt phosphorylation inhibition. Neuro2A IGF-stimulated pAkt S473 HTRF, 20 min; hits give low values. activity change, % for hits at 50 µM. hit rate 0.32% among 360,000; in the data active means activity change below about -80%; inconclusive means mostly about -51% to -80%; further: on the % scale 0 is the no-effect control and ±100 the full control effect
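Neuro2A cells in DMEM with 0.5% FBS, overnight at 37 deg C, given compound at single 50 µM final, then IGF (6 nM final) for 20 min at 37 deg C. Lysed; phospho-Akt Ser473 by HTRF after 24 h, 665/615 ratio.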
GLP-1R inv ag = inverse agonists of human GLP-1 receptor; P43220; HEK293 GLP-1R CRE-luciferase, luminescence, 24 h; GLP-1R form is constitutively active; Potency, µM (doses to about 38.3 µM), for the others: top-dose activity change, negative = inhibition, usual class: inhibitors; hit rate 1.6% among 410,000; AID 624417; further: potency means the concentration at half of the fitted maximal effect; on the % scale 0 is the no-effect control and ±100 the full control effect; nearly all actives have a fitted effect of over 55% in size
Target sequence (P43220 whole entry, looked up): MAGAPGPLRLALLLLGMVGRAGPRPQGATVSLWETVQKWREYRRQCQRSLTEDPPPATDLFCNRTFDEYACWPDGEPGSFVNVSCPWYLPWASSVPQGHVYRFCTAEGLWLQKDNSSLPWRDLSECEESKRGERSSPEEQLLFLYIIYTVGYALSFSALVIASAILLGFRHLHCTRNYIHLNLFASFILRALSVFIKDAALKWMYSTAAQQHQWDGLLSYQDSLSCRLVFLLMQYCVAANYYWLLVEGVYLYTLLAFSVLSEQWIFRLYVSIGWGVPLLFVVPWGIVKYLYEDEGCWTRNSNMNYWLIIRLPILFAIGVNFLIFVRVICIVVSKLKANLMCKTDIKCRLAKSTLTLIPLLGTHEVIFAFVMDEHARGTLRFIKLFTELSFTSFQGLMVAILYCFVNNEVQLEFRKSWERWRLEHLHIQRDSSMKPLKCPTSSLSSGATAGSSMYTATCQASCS
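Assay principle: reduced luminescence from a cAMP-responsive reporter in HEK293 cells co-expressing a constitutively active GLP-1R. Conditions: 24 hr compound incubation, 37 deg C, 5% CO2.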
GLP1R cytotox = cytotoxic in the GLP-1 receptor inverse agonist counter-screen | hit rate 0.13% among 410,000 | HEK293 cAMP-luciferase reporter cells, luminescence, 24 h | Potency, µM (highest dose often 38.3 µM), for the others: top-dose activity change, negative = inhibition, usual class: inhibitors;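 further: loss of luciferase light is scored as toxicity; potency means the concentration at half of the fitted maximal effect; on the % scale 0 is the no-effect control and ±100 the full control effect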
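Step one: seed cells (200 cells/uL, DMEM with 10% Nu serum, 1% pen-strep). Step two: 12-hour incubation at 37 deg C. Step three: pin 23 nL compound, incubate 24 hr. Step four: add luciferase reagent, read luminescence 12 min later.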
PTHR1 ag = activates the human parathyroid hormone receptor PTHR1 | AID 743266 | Potency, µM (top dose mostly 115 µM), without a hit: at the top dose activation, hits mostly activators | Q03431 | HEK293 GP2 PTHR1 cells, GloSensor cAMP luminescence, 1 h | hit rate 0.075% among 410,000; further: potency means the concentration at half of the fitted maximal effect; nearly all actives have a fitted effect of over 55% in size; some results filed as inactive show a strong effect at the top dose; inactives centre near -15; many of its hits are not listed in these tables
Target sequence (Q03431 whole entry, looked up): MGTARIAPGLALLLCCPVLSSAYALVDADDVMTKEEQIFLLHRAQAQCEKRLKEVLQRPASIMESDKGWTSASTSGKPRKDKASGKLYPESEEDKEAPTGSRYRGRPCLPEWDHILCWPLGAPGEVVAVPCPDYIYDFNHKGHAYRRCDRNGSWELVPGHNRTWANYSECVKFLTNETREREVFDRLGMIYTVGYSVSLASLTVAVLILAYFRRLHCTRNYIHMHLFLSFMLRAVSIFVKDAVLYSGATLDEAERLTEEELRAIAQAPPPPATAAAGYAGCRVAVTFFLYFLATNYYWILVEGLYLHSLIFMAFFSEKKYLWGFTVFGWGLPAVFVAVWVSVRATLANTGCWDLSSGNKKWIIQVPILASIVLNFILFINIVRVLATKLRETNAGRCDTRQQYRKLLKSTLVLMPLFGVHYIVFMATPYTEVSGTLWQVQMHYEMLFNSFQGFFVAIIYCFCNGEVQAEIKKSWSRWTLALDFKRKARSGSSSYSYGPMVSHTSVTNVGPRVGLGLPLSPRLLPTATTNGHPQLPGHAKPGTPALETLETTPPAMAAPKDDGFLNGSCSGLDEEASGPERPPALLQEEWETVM
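HEK-293-derived GP2 cells expressing PTHR1 and a GloSensor cAMP reporter, 3,000/well, plated overnight, given luciferin plus IBMX (each 0.5 mM as added) for 1 h at 37 °C, then compound for 1 h at 37 °C. Luminescence was read after 15 min at room temperature.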
Abeta yeast res = restores growth of yeast expressing A-beta42 peptide. hit rate 0.063% among 410,000. Potency, µM (series often up to 46.1 µM), for inactives: top-dose growth rescue, actives largely listed as activators. yeast expressing A-beta42, growth rescue, OD600, 48 h; response scale: 0% DMSO, 100% iron-clioquinol control; further: potency means the concentration at half of the fitted maximal effect; nearly all actives have a fitted effect of over 55% in size
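Yeast A-beta toxicity model in growth medium with pinned compounds, 48 h at 30 C; growth read as absorbance at 600 nm. Normalized to FeCl3/clioquinol equimolar mix (positive) and DMSO (negative).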
FUS yeast rescue = FUS proteinopathy suppression in yeast. S. cerevisiae FUS-expressing, growth rescue, OD600, 24 h. hit rate 0.24% among 390,000. Potency, µM (series often up to 76.6 µM), for the others: at the highest dose growth rescue (activation), actives largely listed as activators. AID 1347120;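 further: potency means the concentration at half of the fitted maximal effect; plate controls were DMSO vehicle for no effect and reference control for full effect; nearly all actives have a fitted effect of over 55% in size; some results filed as inactive show a strong effect at the top dose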
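Cultures pregrown in 2.5% raffinose medium are shifted to minimal medium containing 2% galactose to express toxic FUS. Compounds are tested at several concentrations. After 24hr at 30C, growth is quantified at 600 nm absorbance.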
aSyn rescue = alpha-synuclein toxicity inhibition in yeast | Yeast expressing alpha-synuclein, growth rescue, BacTiter-Glo, 24 h | Potency, µM (series often up to 46.1 µM), for inactives: at the top dose growth rescue (activation), hits mostly activators | hit rate 0.14% among 370,000 | AID 652106; further: potency means the concentration at half of the fitted maximal effect; % of control where 0% means no effect; nearly all actives have a fitted effect of over 65% in size
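Readout is rescue of growth in alpha-synuclein-expressing yeast, so inhibitors of toxicity appear as activators. Growth after 24 hr at 30 deg C in galactose medium is quantified by luminescence.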
* marks the source's active call; other numbers are inactive results; i = inactive; ? = inconclusive; . = not tested or not shown; [ ] = another dose, or the depositor's remark. Unless noted, the call rests on the fitted dose curve; in most records, active means well fitted curve in the direction sought with a large enough effect; inconclusive means small, poorly fitted or top-dose-only effect, or another doubt; inactive means no such curve, though single readings can be large; an effect the other way counts as inactive or inconclusive. The list is partial; rates above refer to the full screens.

Fields: GLP1R cytotox | pAkt inh | FUS yeast rescue | aSyn rescue | PTHR1 ag | Abeta yeast res | Mm-Cpn inhibitor | TDP43 rescue | GLP-1R inv ag
CCOc1ccc(NC(=O)CSc2nc3ccccc3nc2N2CC(C)OC(C)C2)cc1 (stereo not given)
    -6% | i | -14% | -1% | i | -5% | 3% | 28% | -6%
Cc1cc(C)n(-c2nc3ccccc3n3nnnc23)n1
    -1% | i | -3% | -12% | -3% | -11% | 2% | -19% | 12%
COc1ccccc1/C=C/C(=O)OC(C)CN1CCCCC1 (stereo not given)
    5% | i | 9% | -8% | i | -4% | -2% | ? | -34%
CCOC1=C2CN(S(=O)(=O)c3ccc(C)cc3)[C@H](c3ccccc3)C[C@H]2[C@H]2C(=O)N(c3ccccc3)C(=O)[C@H]2C1
    -6% | i | 2% | 2% | i | -11% | . | 0% | 19%
Cc1ccc(S(=O)(=O)N2[C@@H](c3cccc(Cl)c3)C(C(=O)OC(C)(C)C)=CC[C@H]2c2ccc(C(C)C)cc2)cc1
    1% | i | -1% | -6% | ? | -14% | . | 9% | -1%
COc1cc(NC(=O)c2ccc3c(c2)C(=O)N(CCC(C)C)C3=O)c(C(=O)O)cc1OC
    1% | i | -4% | 1% | -40%[inhibitor] | 2% | 0% | 10% | 13%
O=S(=O)(c1ccccc1)n1nc(-c2ccccc2)nc1NCc1ccc(Cl)cc1
    -7% | . | -7% | 2% | i | -13% | . | -7% | -46%
CC(C)(C)NC(=O)C(c1ccnc2ccccc12)n1c(=O)c(-c2ccccc2)nc2ccccc21 (stereo not given)
    -11% | i | -3% | 3% | -19% | 0% | . | 22% | ?
CC(C)N1CC2=C(OC(N)=C(C#N)C2c2cccnc2)/C(=C/c2cccnc2)C1 (stereo not given)
    28% | i | -13% | 2% | i | 14% | -4% | 1% | 11%
Cc1cc(C)c(S(=O)(=O)NCC(c2ccco2)S(=O)(=O)c2ccccc2)c(C)c1 (stereo not given)
    6% | . | 23% | . | -9% | -2% | . | -4% | -20%
CCc1n[nH]c(=S)n1/N=C/c1ccc(-c2ccc(Br)cc2)o1
    -22% | i | 4% | 3% | -32%[inhibitor] | -4% | . | 23% | 6%
COc1ccc(OCc2nc(-c3ccc(F)c(F)c3)cs2)cc1
    0% | i | -7% | 2% | i | 18% | 1% | -6% | 17%
C/C(=N\N1CCN(Cc2ccccc2Cl)CC1)c1ccc([N+](=O)[O-])cc1
    0% | i | 15% | 3% | -83%[inhibitor] | 7% | -4% | -3%[1.82 µM] | ?
O=C(Cc1ccccc1)Nc1ccc(NC(=S)NC(=O)c2ccccc2)cc1
    ? | i | . | 3% | i | -6% | 1% | 1% | -23%
COc1cc(NC(=O)c2cccc(C)c2)c(OC)cc1NC(=O)CN1CCOCC1
    -13% | i | -17% | -11% | -7% | 7% | -3% | 1% | 1%

Some of the entries so far, as labelled records:
CCOC1=C2CN(S(=O)(=O)c3ccc(C)cc3)[C@H](c3ccccc3)C[C@H]2[C@H]2C(=O)N(c3ccccc3)C(=O)[C@H]2C1
  GLP1R cytotox = -6%
  pAkt inh = i
  FUS yeast rescue = 2%
  aSyn rescue = 2%
  PTHR1 ag = i
  Abeta yeast res = -11%
  Mm-Cpn inhibitor = .
  TDP43 rescue = 0%
  GLP-1R inv ag = 19%

Cc1ccc(S(=O)(=O)N2[C@@H](c3cccc(Cl)c3)C(C(=O)OC(C)(C)C)=CC[C@H]2c2ccc(C(C)C)cc2)cc1
  GLP1R cytotox = 1%
  pAkt inh = i
  FUS yeast rescue = -1%
  aSyn rescue = -6%
  PTHR1 ag = ?
  Abeta yeast res = -14%
  Mm-Cpn inhibitor = .
  TDP43 rescue = 9%
  GLP-1R inv ag = -1%

COc1cc(NC(=O)c2ccc3c(c2)C(=O)N(CCC(C)C)C3=O)c(C(=O)O)cc1OC
  GLP1R cytotox = 1%
  pAkt inh = i
  FUS yeast rescue = -4%
  aSyn rescue = 1%
  PTHR1 ag = -40%[inhibitor]
  Abeta yeast res = 2%
  Mm-Cpn inhibitor = 0%
  TDP43 rescue = 10%
  GLP-1R inv ag = 13%

Carrying on:
Fields: GLP1R cytotox | pAkt inh | FUS yeast rescue | aSyn rescue | PTHR1 ag | Abeta yeast res | Mm-Cpn inhibitor | TDP43 rescue | GLP-1R inv ag
CCC(=O)N1CCC2(CC1)Oc1ccc(Cl)cc1C(=O)C21CC(c2ccc(Cl)cc2)=NO1 (stereo not given)
    2% | i | ? | 9% | i | 1% | -5% | -9% | ?
CC1(C(=O)NC2CCCCCC2)CCC(=O)N1Cc1ccc2c(c1)OCO2 (stereo not given)
    19% | i | 4% | 5% | i | 25% | -2% | -7% | 0%
Cc1ccc2oc(C(=O)N(Cc3ccccc3F)C3CCS(=O)(=O)C3)c(C)c2c1 (stereo not given)
    -13% | . | ? | . | i | -2% | . | 29% | ?
CC(C)C[C@@H](CO)NS(=O)(=O)c1cc(Cl)ccc1F
    1% | i | 20% | 8% | -21% | 7% | . | 13% | 8%
CN(C)c1cccc(C(=O)NNC(=O)/C=C/c2cccs2)c1
    0% | i | 1% | -9% | 4% | -3% | 2% | -10% | -19%
CCC(C(=O)Nc1c(C)cccc1C)n1c(-c2cnc(C)cn2)nc2ccccc21 (stereo not given)
    -9% | i | 8% | 0% | 2% | -11% | . | 19% | 2%
CCOc1ccc(NC(=O)Nc2c[nH]c(=O)[nH]c2=O)cc1
    4% | . | -27% | . | -10% | 4% | . | 17% | -6%
Cc1ccc(C(=O)N/N=C\c2cccn2C)cn1
    28% | i | 14% | -1% | i | 14% | 1% | 3% | 14%
O=C(NCC(c1ccccc1Cl)N1CCCC1)C1CCN(C(=O)Nc2ccccc2)CC1 (stereo not given)
    -1% | i | 4% | 2%[1.84 µM] | -20% | -11% | 2% | 16% | -17%
COc1cc(OC)c(N(C)C(=O)C2CCCN(c3ncnc4c3nc3n4CCCCC3)C2)cc1Cl (stereo not given)
    13% | . | 28% | . | -1% | -15% | . | 15% | 5%
C=CCn1c2ccccc2c2nnc(SCC(=O)NC(C(=O)OC)C(C)C)nc21 (stereo not given)
    -24% | i | 25% | -3% | i | -4% | 0% | -3% | 7%
O=C1C(Cl)=C(N2CCCC2)C(=O)N1c1ccc(F)cc1
    -5% | i | 13% | 1% | -19% | -2% | 1% | ? | 23%
O=C(Nc1ncccc1Cl)C1COc2ccccc2O1 (stereo not given)
    8% | i | 1% | 1% | i | 8% | 1% | -3% | 0%
COc1cc(/C=C/C(=O)OCC(=O)NCCc2ccccc2)ccc1OC(F)F
    -17% | i | 14% | 0% | i | 11% | 2% | 0% | 11%
Cn1cc(CN2CCC(C(O)CCc3ccccc3)CC2)c(-c2ccccc2F)n1 (stereo not given)
    -5% | i | 16% | 1% | i | 0% | 1% | -3% | -29%

Molecules above that contain a tert-butyl group, in the order listed:
Fields: GLP1R cytotox | pAkt inh | FUS yeast rescue | aSyn rescue | PTHR1 ag | Abeta yeast res | Mm-Cpn inhibitor | TDP43 rescue | GLP-1R inv ag
Cc1ccc(S(=O)(=O)N2[C@@H](c3cccc(Cl)c3)C(C(=O)OC(C)(C)C)=CC[C@H]2c2ccc(C(C)C)cc2)cc1
    1% | i | -1% | -6% | ? | -14% | . | 9% | -1%
CC(C)(C)NC(=O)C(c1ccnc2ccccc12)n1c(=O)c(-c2ccccc2)nc2ccccc21 (stereo not given)
    -11% | i | -3% | 3% | -19% | 0% | . | 22% | ?

More results:
Fields: GLP1R cytotox | pAkt inh | FUS yeast rescue | aSyn rescue | PTHR1 ag | Abeta yeast res | Mm-Cpn inhibitor | TDP43 rescue | GLP-1R inv ag
CCOC(=O)N1CCN(c2c(NCc3ccc(N(C)C)cc3)c(=O)c2=O)CC1
    0% | i | -21% | -2% | 9% | -11% | -29% | -14% | 10%
COc1ccc(-n2nccc2-c2nn(-c3cccc(OC)c3)c(=O)n(C)c2=O)cc1
    -14% | i | 1% | -5% | i | -33%[inhibitor] | 0% | 3% | 26%
Cc1cc(C)n(CCNC(=O)[C@H]2O[C@@H](n3ccc(=O)[nH]c3=O)[C@H](O)[C@@H]2O)n1
    -4% | i | -13% | 4% | -2% | -13% | . | 11% | 11%
O=C(CN1CCN(c2ccccc2F)CC1)c1ccc2cc[nH]c2c1
    2% | i | -3% | 8% | -2% | 6% | -1% | 17% | -29%
COc1ccc(NC(=O)C2CCCN2S(=O)(=O)c2ccc3c(c2)CCC(=O)N3)cc1 (stereo not given)
    -21% | i | -1% | 1% | i | 13% | 2% | 11% | 5%
COc1cc(Cl)ccc1NC(=S)N(CCCN1CCOCC1)Cc1cn(C)c2ccccc12
    ? | i | 38% | 8% | i | 6% | 0% | 4% | ?
COCCn1c(SCC(=O)NC(=O)NC2CCCCC2)nc2ccccc2c1=O
    0% | i | -5% | 1% | -57%[inhibitor] | ? | 0% | 11% | ?
CCOC(=O)NC(=O)/C(C#N)=C\Nc1ccc(Cl)cc1Cl
    -8% | i | -3% | -8% | -15% | 20% | 1% | -4% | 14%
NCc1cccc(CNc2ccc([N+](=O)[O-])cc2C(N)=O)c1
    1% | i | -1% | -3% | -47%[inhibitor] | -8% | 0% | -3% | 6%

From PubChem BioAssay
